TbPYK inhibitor: qHTS of Trypanosoma Brucei Inhibitors | AID 624173, 2012 | TbPYK enzyme, Kinase-Glo Plus ATP luminescence, 45 min | pyruvate kinase (Trypanosoma brucei), Q57TT1 | Potency, µM (titrated, usually from 76.8 µM), without a hit: top-dose activity, negative = inhibition, most hits filed as inhibitors | 410,000 compounds, 0.12% hits; note: potency is the fitted concentration of half-maximal effect; % is set by controls: 0 for no effect and ±100 for the full control effect; nearly all actives have a fitted effect of over 50% in size
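ADP (130 uM final) triggers the TbPYK reaction after compound addition; incubation is 45 min at room temperature. Kinase-Glo Plus is then added and luminescence imaged. Normalized data are fitted to concentration-effect curves.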
LmPK inh: qHTS Assay for Inhibitors of Leishmania Mexicana Pyruvate Kinase (LmPK) | Q27686 | purified LmPK, Kinase-Glo ATP luminescence, 1 h | Potency, µM (series often up to 57.5 µM), without a hit: at the highest dose activity change, negative = inhibition, usual class: inhibitors | 290,000 compounds, 0.37% hits; note: potency is the fitted concentration of half-maximal effect; % is set by controls: 0 for no effect and ±100 for the full control effect
Target sequence (Q27686 whole entry, looked up): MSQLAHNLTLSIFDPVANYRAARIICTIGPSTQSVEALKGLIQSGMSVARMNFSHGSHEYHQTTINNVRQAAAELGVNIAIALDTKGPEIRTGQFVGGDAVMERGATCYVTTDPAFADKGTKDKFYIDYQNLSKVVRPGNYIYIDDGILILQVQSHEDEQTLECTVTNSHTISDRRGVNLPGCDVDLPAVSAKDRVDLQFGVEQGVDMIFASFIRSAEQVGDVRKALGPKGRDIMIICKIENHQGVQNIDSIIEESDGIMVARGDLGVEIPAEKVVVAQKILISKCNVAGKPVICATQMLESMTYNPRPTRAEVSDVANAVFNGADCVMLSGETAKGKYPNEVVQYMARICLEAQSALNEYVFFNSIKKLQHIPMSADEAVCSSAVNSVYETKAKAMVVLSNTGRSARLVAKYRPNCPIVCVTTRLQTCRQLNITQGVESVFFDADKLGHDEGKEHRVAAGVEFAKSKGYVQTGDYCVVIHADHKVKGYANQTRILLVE
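Screened at intermediate enzyme activity to detect both inhibitors and activators: LmPK at 0.1 nM, with a 0.5 nM enzyme column as activation reference. PEP 0.5 mM, ADP 0.1 mM; ATP detected by luminescence after 1 h.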
Pf growth 96h: Primary qHTS for delayed death inhibitors of the malarial parasite plastid, 96 hour incubation. 320,000 compounds, 6.9% hits. Potency, µM (series often up to 28.7 µM), without a hit: at the top dose activity change, negative = inhibition, most hits filed as inhibitors. P. falciparum luciferase reporter growth, 96 h. AID 504834, 2011; note: potency is the fitted concentration of half-maximal effect; % is set by controls: 0 for no effect and ±100 for the full control effect
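Readout is luminescence from an integrated firefly luciferase in P. falciparum. Red cells, 2% hematocrit and 0.05% parasitemia final, were cultured with compound through two parasite generations (96 hours) at 37 C, 5% CO2.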
HCV inh: qHTS Assay for Inhibitors of Hepatitis C Virus (HCV) | AID 651820, 2012 | Potency, µM (series often up to 41.8 µM), inactives show at the top dose activity change, negative = inhibition, hits mostly inhibitors | Huh7.5.1 HCVcc-Cre infection, luciferase reporter, 44 h | 340,000 compounds, 3.4% hits; note: potency is the fitted concentration of half-maximal effect; % is set by controls: 0 for no effect and ±100 for the full control effect
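Luciferase read-out (15 sec integration) after a 15 min room-temperature substrate step quantifies HCVcc-Cre infection. Cells, 1,000 per well, had compound added 4 h post-plating, then virus at ~0.5 moi, and were cultured 44 h.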
Shiga inhibitor: A qHTS for Small Molecule Inhibitors of Shiga Toxin; Vero cells, Shiga toxin protein synthesis inhibition reporter; inhibition, % at 38.7 µM; 290,000 compounds, 9.2% hits; in the data active = inhibition mostly above about 28%, no sharp cut-off; inactive = mostly below about 43%; note: 0% is about no effect
CHX counter: Cycloheximide Counterscreen for Small Molecule Inhibitors of Shiga Toxin; cell reporter, cycloheximide protein synthesis inhibition counterscreen; max response, %; 300,000 compounds, 12% hits; AID 2314, 2010; in the data active = max response mostly above about 13%, no sharp cut-off; inactive = mostly below about 14%; note: read at 38.3 µM for the half of the compounds with a filed dose; 0% is about no effect
Pf growth 48h: Primary qHTS for delayed death inhibitors of the malarial parasite plastid, 48 hour incubation; P. falciparum luciferase growth in erythrocytes, 48 h; Potency, µM (series often up to 28.7 µM), for the others: at the top dose activity change, negative = inhibition, most hits filed as inhibitors; 310,000 compounds, 5.9% hits; AID 504832, 2011; note: potency is the fitted concentration of half-maximal effect; % is set by controls: 0 for no effect and ±100 for the full control effect
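Luciferase-expressing parasites in RBCs, 2% Hct / 0.1% parasitemia final; RPMI 1640 + 0.5% Albumax; 37 C, 5% CO2, one generation; luminescence read-out, lower signal = inhibition.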
* hit, by the source's call; ? = inconclusive; nt = not tested or not shown; & = joins results of further samples; [ ] = remark or other dose. Unless noted, calls come from the whole dose curve; as a rule, active = well fitted curve in the direction sought with a large enough effect; inconclusive = small, poorly fitted or top-dose-only effect, or another doubt; inactive = no such curve, though single readings can be large; an effect the other way counts as inactive or inconclusive.

SMILES	TbPYK inhibitor	LmPK inh	Pf growth 96h	HCV inh	Shiga inhibitor	CHX counter	Pf growth 48h
Cc1ccc(OCc2ccccc2C)c([N+](=O)[O-])n1	0.4%	-6.9%	-4.4%	?	33.5	40.7*	14.0%
COc1ccc(NC(=O)C2CCN(c3cnccn3)CC2)cc1OC	2.8%	-1.0%	16.5%	6.0%	-6.8	-5.6	4.5%
CCC(COC)NCc1cn(-c2ccc(OC)cc2)nc1-c1cccc(F)c1 (stereo unspecified)	-1.5%	6.5%	?	-3.8%	9.3	-1.5	11.7µM*
CC(=O)Nc1ccccc1NC(=O)c1ccccc1	13.0%	0.6%	76.7%[activator]	4.8%	-4.8	-0.9	6.9%
O=C(CSc1nnc(-c2cccnc2)n1Cc1ccco1)c1ccc(Br)cc1	nt	3.4%	11.9%	-25.1%	18.5	-2.6	?
Cc1ccc(OCC(=O)NC(=S)Nc2ccc(S(=O)(=O)Nc3cc(C)on3)cc2)c(Br)c1	-2.3%	-5.3%	-13.2%	4.4%	-10.0	-3.6	?
COc1cccc(/C=N/NC(=O)N/N=C/c2cccc(OC)c2O)c1O	-4.6%	0.2%	?	10.1%	nt	25.5*	?
Cc1cc(C)n(C(=O)CNC(=O)C2COc3ccccc3O2)n1 (stereo unspecified)	-3.9%	-1.9%	-11.7%	0.5%	0.9	-1.7	9.4%
CC1(C)CC(O)(CCNCc2ccc3c(c2)OCO3)CCO1 (stereo unspecified)	-3.0%	2.0%	nt	-7.8%	-5.7	1.3	0.4%
COc1cc(OC)cc(C(=O)N2CCC(N3CCCCCC3)CC2)c1	-16.4%	2.2%	6.4%	-20.0%	-9.5	0.4	-1.7%
Cc1ccc(S(=O)(=O)N2Cc3ccccc3CC2C(=O)NC(C)(C)C)cc1 (stereo unspecified)	-4.9%	-0.9%	11.7µM*	-11.6%	-1.8	1.1	2.1%
COCCCN(CC(=O)Nc1ccc(N2CCOCC2)cc1)S(=O)(=O)c1ccc(Cl)cc1	4.5%	0.0%	-6.7%	-12.9%	-10.9	-2.3	-0.1%
COC(=O)CSc1nc(NC#N)nc(NC(C)(C)C)n1	-0.7%	0.0%	69.1%[activator]	0.2%	-8.3	-2.7	59.0%[activator]
CCC(=O)N[C@@H]1CC(C(C)(C)NC(=O)CC)CC=C1C (stereo partly specified)	3.0%	-7.5%	16.4%	25.4%	13.5	-3.2	50.3%[activator]
Cc1cccc(NC(=O)C2CCN(S(=O)(=O)c3ccc(Cl)cc3)CC2)n1	-8.7%	nt	-21.3%	?	nt	nt	?

Part of the list above, with two lines to a compound:
Each structure is followed by: TbPYK inhibitor, LmPK inh, Pf growth 96h, HCV inh, Shiga inhibitor, CHX counter, Pf growth 48h
Cc1ccc(S(=O)(=O)N2Cc3ccccc3CC2C(=O)NC(C)(C)C)cc1 (stereo unspecified)
    -4.9%, -0.9%, 11.7µM*, -11.6%, -1.8, 1.1, 2.1%
Cc1ccc(OCC(=O)NC(=S)Nc2ccc(S(=O)(=O)Nc3cc(C)on3)cc2)c(Br)c1
    -2.3%, -5.3%, -13.2%, 4.4%, -10.0, -3.6, ?
CC1(C)CC(O)(CCNCc2ccc3c(c2)OCO3)CCO1 (stereo unspecified)
    -3.0%, 2.0%, nt, -7.8%, -5.7, 1.3, 0.4%
CCC(=O)N[C@@H]1CC(C(C)(C)NC(=O)CC)CC=C1C (stereo partly specified)
    3.0%, -7.5%, 16.4%, 25.4%, 13.5, -3.2, 50.3%[activator]

Carrying on:
SMILES	TbPYK inhibitor	LmPK inh	Pf growth 96h	HCV inh	Shiga inhibitor	CHX counter	Pf growth 48h
O=C(C1CCN(S(=O)(=O)c2cccc3cccnc23)CC1)N1CCN(C2CCCCC2)CC1	-3.5%	1.1%	15.3%	?	-8.6	10.0	?
Cc1cc(=O)[nH]c(N/N=C/c2ccccc2Cl)n1	-13.6%	-6.3%	?	13.1%	-2.3	1.4	14.9%
COc1ccc(-n2c3c(cc(C(=O)NC4CCSC4=O)c2=O)C(=O)CC(C)(C)C3)cc1 (stereo unspecified)	5.6%	-3.6%	3.0%	25.9%	-9.3	-8.1	-9.4%
COc1ccc(N2C(=O)CCC2=O)c(OC)c1	-0.2%	-3.7%	32.0%[activator]	28.1%	-7.8	-4.1	?
COC(=O)c1ccc(NC2(C#N)C(=O)Nc3ccccc32)cc1 (stereo unspecified)	1.2%	2.8%	nt	-14.2%	9.6	1.8	?
NC(=O)c1c(NC(=O)CSc2nnc(-c3ccco3)n2N)sc2c1CCCC2	-10.2%	-1.2%	nt	3.3%	11.8	5.0	8.2%
Cc1cccc(C(=O)OC2CCOC2=O)c1O (stereo unspecified)	0.2%	1.2%	18.4%	54.8%[activator]	32.2	-1.7	4.6%
COc1ccc(C2c3[nH]c4ccccc4c3CCN2CCCn2cccn2)c(C)c1C (stereo unspecified)	-2.7%	-2.0%	11.7µM*	?	-25.4	-0.2	?
COCCn1c(SCc2ccccc2F)nc2ccccc2c1=O	4.8%	4.1%	-69.6%	7.5%	-6.4	2.2	3.2%
Cn1nnc(NC(=O)c2ccccc2)n1	6.5%	-0.3%	13.1µM*	7.4%	15.9	-0.1	31.9%[activator]
CCCC(=O)c1ccc(CP(=O)(OCC)OCC)o1	-1.0%	-3.4%	0.0%	22.3%	-4.2	8.8	-12.8%
Cc1onc(-c2ccccc2)c1C(=O)Nc1ccc(S(=O)(=O)N2CCCCC2)cc1	-1.5%	-1.4%	?	?	-16.1	-7.0	?
COc1ccc(NC(=O)c2ccc3[nH]c(C)c(C)c3c2)cc1	-11.6%	1.4%	32.1%[activator]	-28.2%	47.8*	38.7*	16.7%
CCCC1CCC(c2ccc(C(=O)NN)cc2)CC1 (stereo unspecified)	2.2%	1.4%	50.0%[activator]	7.6%	-2.1	2.2	-29.9%
C=CC[n+]1ccc2ccccc2c1C	-18.1%	-1.1%	-22.4%	7.3%	-13.5	11.8	?
COc1ccccc1OCC(=O)Nc1cc2c(cc1C(=O)O)OCCCO2	-22.6%	-3.6%	6.6%	0.1%	-5.7	-3.8	7.8%
CCOc1ccc(C(=O)NC2CCN(C(=O)NCc3ccccc3)CC2)cc1	-1.9%	-1.4%	10.2%	-7.5%	-3.0	-3.9	-6.4%
CCN(CC)CCCNC(=O)c1cn(C)c2ccc(S(=O)(=O)N(C)C3CCCCC3)cc2c1=O	0.0%&1.1%	1.5%	?	-9.0%	-11.8	-5.8	?
O=C(CCc1ccc(S(=O)(=O)NCc2ccccc2)cc1)N1CCN(Cc2ccc3c(c2)OCO3)CC1	-6.5%	0.6%	?	?	70.3	-6.1	?
COc1ccc(/C=C(\NC(=O)c2ccccc2)C(=O)NCC2CCCO2)cc1 (stereo unspecified)	-1.1%	-3.5%	-25.4%	28.9%	-2.5	7.7	-7.2%
CCCn1c(-c2cccs2)nc2nc3ccccc3nc21	-3.9%	-1.0%	?	?	26.8	11.1	-4.1%
Cc1cc(/C=N/NC(N)=S)c(O)c(/C=N/NC(N)=S)c1	9.0%	-1.6%	11.7µM*	?	-13.7	-0.5	0.465µM*
O=C(COc1ccc(Cl)cc1)NCCSc1ccccc1	-3.5%	1.8%	?	7.3%	-8.8	-2.5	nt
CCN(CC)C(=O)C(=O)N/N=C/c1ccc(C(=O)O)cc1	-2.6%	-0.9%	39.4%[activator]	13.3%	-8.8	-1.6	4.6%
COCCN1C(=O)C(=O)/C(=C(/O)c2ccc(S(=O)(=O)N3CCOCC3)cc2)C1c1cccc([N+](=O)[O-])c1 (stereo unspecified)	3.2%	2.6%	-4.4%	18.2%	-5.0	-4.4	12.8%
O=C(CN1CCCCCC1)Nc1ccccc1C(=O)Nc1ccccc1	?	nt	-5.8%	?	nt	nt	?
CCc1cccc(N(C(=O)c2csnn2)C(C(=O)NC(C)(C)CC)c2ccccn2)c1 (stereo unspecified)	4.1%	-3.3%	-23.0%	6.8%	-9.7	-0.8	-24.2%
CCCCCn1c(=O)c(C(=O)NCc2ccccc2Cl)c(O)c2ccccc21	3.1%	0.0%	?	6.3%	nt	-3.7	7.38µM*
COC1(OC)N=C(N)C2(C#N)C(c3cccc(Oc4ccccc4)c3)C12C#N (stereo unspecified)	-0.5%	5.8%	?	18.0%	-1.7	-6.4	41.3%[activator]
COc1ccc(N(C(=O)C(C)C)S(=O)(=O)c2ccc3c(c2)n(C)c(=O)n3C)cc1	2.4%	4.2%	?	2.1%	-18.5	-3.7	7.2%
CC1C(=O)N2CCCc3cc(S(=O)(=O)NCc4ccccc4Cl)cc1c32 (stereo unspecified)	-1.0%	7.2%	-13.4%	-24.3%	-1.5	1.5	13.1µM*
CCCCNS(=O)(=O)c1ccc2nc(SCC(=O)Nc3sccc3C#N)[nH]c2c1	-0.1%	4.2%	nt	-25.5%	-8.2	0.7	?
CC(Oc1ccccc1)C(=O)Nc1nc2c(s1)C(=O)CC(C)(C)C2 (stereo unspecified)	3.9%	-3.4%	-17.9%	-15.0%	-6.0	-2.3	21.8%
O=C(Nc1ccc(Cl)cc1)Nc1ccccc1C(=O)O	-9.9%	?	-20.5%	10.0%	35.0	23.4*	130.4%[activator]
CCCCn1c(N)c(N(CC)C(=O)c2ccc(N3CCCC3=O)cc2)c(=O)[nH]c1=O	-2.9%	nt	-1.0%	-28.6%	nt	nt	1.7%
Cc1ccc2nc(Cl)c3cc(C(=O)NCCCN4CCCC4)sc3c2c1	-11.7%	-8.6%	58.1%[activator]	8.91µM*	-12.4	-2.0	?
Cn1c(NC(=O)c2ccc3c(c2)OCO3)cc(=O)n(C)c1=O	4.1%	2.1%	7.0%	-5.4%	-7.3	-4.7	-0.8%
COC(=O)c1ccc(NC(=O)CSc2n[nH]c(-c3ccncc3)n2)cc1	2.1%	-2.3%	nt	12.9%	2.8	9.9	-34.1%
O=C1c2ccccc2-c2cccc(C(=O)N3CCCCC3)c21	-6.2%	-4.2%	37.6%[activator]	-1.1%	-0.9	-1.8	-8.0%
COc1cc(C2C(C(=O)c3ccco3)=C(O)C(=O)N2CC2CCCO2)ccc1O (stereo unspecified)	-3.8%	-5.3%	-1.8%	19.1%	-6.8	-2.2	10.1%
COc1cccc(NC(=O)CN(C)C(=O)C2CCN(C(=O)c3ccccc3C)CC2)c1	-4.2%	nt	?	14.3%	nt	nt	2.8%
COc1ccccc1CNS(=O)(=O)c1c(C)[nH]c(C)c1C(=O)N1CCCCC1	5.5%	4.2%	12.7%	-9.8%	2.2	11.0	3.9%
CCCNC(=O)Nc1ccccc1SC	-8.6%	2.8%	-9.5%	15.4%	4.6	-3.3	19.2%
CN(C)c1ccc(/C=N/n2ncc3ccccc32)cc1	-3.5%	-23.6%	?	?	97.7*	38.8*	232.6%[activator]
CCOC(=O)Cn1nnnc1C(C(C)C)N(Cc1cccs1)Cc1cc2cc(C)ccc2[nH]c1=O (stereo unspecified)	nt	6.8%	?	?	-12.1	8.8	nt

Bioassay records: PubChem BioAssay, National Center for Advancing Translational Sciences (NCATS)
